Source: PubChem (Broad Institute)
esBAF inh = SWI/SNF esBAF complex inhibition; mouse ES cells, Bmi1-luciferase knock-in reporter, 24 h; 100% = twice the neutral-well signal; 2% of 350,000 active; reporter increase, % at 12.5 µM; in the data active = activation above about 40%;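 note: 0% = median of the plate's neutral control wells and 100% = double that signal; a rise in the Bmi1 reporter signal indicates esBAF inhibition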
RAD54 inh = RAD54 (human) branch migration inhibition; Q92698; RAD54 Holliday junction branch migration, FAM/BHQ fluorescence; inhibition, % at 10.4 µM; 0.14% of 360,000 active; AID 602329;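 active = mean normalized replicate activity at least 40 and at least half of replicates scoring 40 or more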;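 note: 0% = median of neutral control wells and 100% = median of positive control wells; inhibitors cause a drop in the FAM fluorescence signal; in these data hits start at about 50%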
FN deposition inh = fibronectin deposition inhibition; 0.086% of 350,000 active; inhibition, % at 12.6 µM; AID 743247; AH1F fibroblasts, Alexa488-fibronectin deposition fluorescence, overnight;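 active = mean inhibition across replicates of 30% or more, regardless of how many single replicates reach that level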;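 note: positive control wells lacked labelled fibronectin entirely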
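Assay system: AH1F fibroblasts / Quantity: 10000 cells per well / Medium: DMEM plus 2% serum, read in PBS / Reagent: labelled fibronectin 24 nM / Dosing: single dose, pinned / Times: 1 h cell attachment, overnight exposure to compound and label / Signal: fluorescence, ex 485 nm, em 525 nm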
RAD52 inh = RAD52 (human) annealing inhibition | inhibition, % at 18.7 µM | P43351 | 0.46% of 360,000 active | AID 651710 | recombinant RAD52 DNA annealing, FRET fluorescence;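 active = every replicate showing at least 50% inhibition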
Target sequence (P43351 whole entry, looked up): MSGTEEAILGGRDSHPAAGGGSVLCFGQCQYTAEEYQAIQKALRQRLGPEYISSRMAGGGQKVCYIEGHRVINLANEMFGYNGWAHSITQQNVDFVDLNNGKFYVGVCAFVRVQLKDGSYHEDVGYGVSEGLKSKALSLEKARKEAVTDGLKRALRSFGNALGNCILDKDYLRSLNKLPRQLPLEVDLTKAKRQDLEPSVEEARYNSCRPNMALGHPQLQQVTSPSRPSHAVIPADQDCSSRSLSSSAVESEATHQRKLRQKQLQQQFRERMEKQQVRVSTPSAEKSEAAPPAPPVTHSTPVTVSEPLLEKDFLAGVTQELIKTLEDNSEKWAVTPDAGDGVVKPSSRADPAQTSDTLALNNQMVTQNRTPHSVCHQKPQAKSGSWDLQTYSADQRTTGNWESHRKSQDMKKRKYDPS
E-selectin induc = induces E-selectin expression in human endothelial cells. HUVEC E-selectin immunofluorescence imaging; normalized: neutral wells 0, TNF-alpha wells 100. activation, % at 7.58 µM. 0.37% of 260,000 active. AID 686992;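 active = mean E-selectin-positive cell signal at least 10% of the positive control, reached in at least 60% of replicates, without over 20% cell loss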;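 note: in these data hits start at about 27%; measured in HUVEC primary endothelial cells; signal is the percent of cells scored E-selectin positive by PE staining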
Target sequence (P16581 whole entry, looked up): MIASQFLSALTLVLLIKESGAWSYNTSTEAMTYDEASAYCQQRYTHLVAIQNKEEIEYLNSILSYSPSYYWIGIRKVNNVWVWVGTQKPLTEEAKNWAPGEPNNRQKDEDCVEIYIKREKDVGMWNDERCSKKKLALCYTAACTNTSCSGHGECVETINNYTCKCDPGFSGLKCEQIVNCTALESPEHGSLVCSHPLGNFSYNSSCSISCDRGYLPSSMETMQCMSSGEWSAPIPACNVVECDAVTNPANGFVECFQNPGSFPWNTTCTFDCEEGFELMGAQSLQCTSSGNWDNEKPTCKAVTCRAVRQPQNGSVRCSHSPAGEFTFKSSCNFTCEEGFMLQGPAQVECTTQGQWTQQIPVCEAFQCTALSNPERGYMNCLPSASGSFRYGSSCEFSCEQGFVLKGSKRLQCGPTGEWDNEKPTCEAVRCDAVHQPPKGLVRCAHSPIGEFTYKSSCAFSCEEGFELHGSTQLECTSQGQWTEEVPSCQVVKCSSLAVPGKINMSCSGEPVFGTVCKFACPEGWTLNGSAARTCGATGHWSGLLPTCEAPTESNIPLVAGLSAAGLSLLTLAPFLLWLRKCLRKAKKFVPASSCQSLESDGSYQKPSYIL
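Test system: HUVEC; input: 3,000 HUVEC/well; measured by: immunofluorescence imaging; read-out: % PE-positive cells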
EWS-Fli inh = blocks EWS/Fli oncoprotein-driven transcription. A673 NR0B1-luciferase reporter, viability-normalised. inhibition, % at 12.6 µM. 0.67% of 350,000 active. AID 651661;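 active = mean inhibition of at least 50% after viability correction, with every replicate also passing that limit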;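 note: firefly luciferase signal divided by Alamar Blue viability fluorescence both relative to DMSO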
S100A4 MyoIIA = S100A4-myosin IIA interaction inhibition | S100A4/TAMRA-MyoIIA peptide fluorescence polarization | inhibition, % at 10.7 µM | 0.14% of 360,000 active;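 active = mean inhibition of at least 70% across replicates, with every replicate also reaching that level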
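System – human S100A4 monomer protein, biochemical binding assay · Buffer or medium – Calcium-containing HEPES buffer, pH 7.2 · Timing – 5 min between mix addition and reading · Also added – TAMRA-labelled myosin IIA heavy-chain peptide probe, 5 nM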
Xi reactivation = activators of X-chromosome reactivation in mouse fibroblasts. activation, % at 7.58 µM. XiGFP mouse fibroblasts, % GFP-positive cells imaging, 3 d; cells co-treated with 5-aza-dC sensitizer; scaled so ellipticine positive control = 100%. 0.055% of 360,000 active;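 active = mean normalized replicate activation at least 10% and every replicate at or above 10%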;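 note: 0% = median of on-plate neutral control wells and 100% = ellipticine 6 µM median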
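material = 68-5-11 XiGFP fibroblast line | medium = DMEM plus 5-aza-dC sensitizer | schedule = 3 days compound exposure | benchmarks = positive control ellipticine, 6 µM final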
* marks the source's active call; other numbers are inactive results; . = no result given; & = joins results of further samples.

SMILES | esBAF inh | RAD54 inh | FN deposition inh | RAD52 inh | E-selectin induc | EWS-Fli inh | S100A4 MyoIIA | Xi reactivation
COc1ccc(-c2ccc3c(c2)[C@H]2[C@H](CCN2C(=O)CN2CCOCC2)[C@@H](CO)N3)cc1 | 2 | 2 | -17 | 2 | -0.4 | 8 | 12 | -0.1
O=S(=O)(Nc1ccccc1N1CCOCC1)c1ccc(Cl)cc1 | 2 | -2 | . | -7 | . | . | -3 | .
C[C@H]1CN([C@@H](C)CO)C(=O)Cc2cc(NC(=O)NC3CCCCC3)ccc2O[C@@H]1CN(C)C(=O)Nc1ccc2c(c1)OCO2 | -1 | 6 | . | 11 | 23 | -11 | 17 | 0.1
O=C1NC[C@H](c2ccccc2)OC(=O)[C@@H](Cc2ccc(F)cc2)C/C=C\C[C@H]1CC(=O)N(CCO)Cc1ccccc1 | 45* | 1 | -8 | -13 | 0.0 | 19 | 2 | 0.0
Cc1ccc(-n2c(C)n[nH]c2=S)cc1C | . | . | -2 | -18 | . | -12 | 8 | 0.0
C[C@H]1CN([C@@H](C)CO)C(=O)Cc2cc(NC(=O)Nc3ccccc3)ccc2O[C@@H]1CN(C)C(=O)Nc1ccc(F)cc1 | -1 | 12 | . | 10 | -0.2 | 2 | -11 | -0.9
O=C(c1cnc2n(c1=O)CCS2)N1CCc2ccccc21 | -4 | -1 | 5 | -5 | 4.7 | -4 | 0 | 0.1
CCOc1ccc(NC(=O)CN(C)C(=O)C2CCN(c3ncnc4sc(C)c(C)c34)CC2)cc1OCC | . | 4 | -6 | 10 | 0.1 | . | -2 | -0.1
CC(OC(=O)c1cc2sccc2n1C)C(=O)NC(C)(C)C (configuration not stated) | . | . | . | -8 | . | 4 | 0 | -0.1
Cc1noc(C)c1NC(=O)Nc1ccc2c(c1)CC(=O)N([C@@H](C)CO)C[C@@H](C)[C@H](CN(C)C(=O)Nc1ccc(C(F)(F)F)cc1)O2 | -4 | 1 | . | 4 | 0.3 | 13 | 15 | 0.7
Cc1ccc(Cc2c(C)c(C#N)c3[nH]c4ccccc4n3c2=O)cc1 | -18 | 3 | 3 | -38 | 0.4 | 26 | -1 | -0.1
O=C(O)c1c(Cl)nc2ccccn12 | . | . | -5 | -2 | -0.7 | -2 | 0 | 0.0
CN1CCN(C(=O)C[C@@H]2C[C@H]3c4cc(NS(=O)(=O)c5ccc(F)cc5)ccc4O[C@H]3[C@@H](CO)O2)CC1 | -2 | -4 | -3 | . | -0.1 | 1 | . | 0.1
O=C(/C=C/c1ccccc1)Nc1nc(-c2ccncc2)cs1 | 19 | -10 | 5 | -14 | -3.7 | -16 | -5 | -0.1
CSc1ccc(S(=O)(=O)N2CC(=O)Nc3ccccc32)cc1 | 2 | 7 | 3 | -23 | 5.7 | 5 | -17 | 0.0
Cc1ccc(C)c(N=Cc2cc3c(cc2[N+](=O)[O-])OCO3)c1 | . | . | -8 | 7 | 0.2 | 5 | 1 | 0.4
O=C(CCNC(=O)c1ccccc1Cl)Nc1ccncc1 | -6 | -5 | 14 | -1 | -4.2 | 14 | -5 | 0.8
CCC1Oc2ccccc2N(CC(=O)NCCCN2CCN(c3ccc(OC)cc3)CC2)C1=O (configuration not stated) | 1 | 1 | 1 | -7 | . | . | 1 | 0.0
COC(=O)c1ccc(CSc2nc3ccccc3c(=O)n2C)o1 | 7 | 1 | -8 | -29 | . | 2 | 0 | 0.2
COc1cccc(C#Cc2cnc3c(c2)C(=O)N([C@@H](C)CO)C[C@@H](C)[C@@H](CN(C)C(=O)C2CCOCC2)O3)c1 | 0 | 0 | . | 8 | 0.1 | -20 | 2 | 0.2

Three entries already listed, sorted by length of the SMILES, lowest first.
SMILES | esBAF inh | RAD54 inh | FN deposition inh | RAD52 inh | E-selectin induc | EWS-Fli inh | S100A4 MyoIIA | Xi reactivation
Cc1ccc(-n2c(C)n[nH]c2=S)cc1C | . | . | -2 | -18 | . | -12 | 8 | 0.0
Cc1ccc(C)c(N=Cc2cc3c(cc2[N+](=O)[O-])OCO3)c1 | . | . | -8 | 7 | 0.2 | 5 | 1 | 0.4
CCOc1ccc(NC(=O)CN(C)C(=O)C2CCN(c3ncnc4sc(C)c(C)c34)CC2)cc1OCC | . | 4 | -6 | 10 | 0.1 | . | -2 | -0.1

Next part:
SMILES | esBAF inh | RAD54 inh | FN deposition inh | RAD52 inh | E-selectin induc | EWS-Fli inh | S100A4 MyoIIA | Xi reactivation
O=C(COC(=O)c1ccc(Cl)c(S(=O)(=O)N2CCCCC2)c1)NCCc1ccccc1 | 7 | 6 | 8 | -3 | -0.3 | 6 | 6 | 0.3
COc1ccccc1OCc1cc(C(=O)N(C)CCC2CCOCC2)no1 | 54* | -10 | -1 | -8 | 0.0 | -108 | 2 | 0.1
S=C(NCCCN1CCOCC1)N1CCN(c2cccc(Cl)c2)CC1 | -7 | 6 | 0 | -7 | 0.8 | 21 | -1 | 0.0
C/C(=N/NC(=O)CNC(=O)c1cccnc1)c1ccc(Cl)cc1 | 2 | -14 | -6 | -16 | . | -10 | -4 | 0.1
COC(=O)Nc1ccc(S(=O)(=O)Nc2cc(OC)nc(OC)n2)cc1 | -3 | 2 | 1 | -22 | 0.0 | -12 | -33 | 0.0
Cc1ccccc1-c1csc(C(O)c2ccccc2)n1 (configuration not stated) | 35 | 3 | 13 | -8 | 0.8 | -10 | -3 | 0.0
O=c1[nH]cnc2c1ncn2C1OC(CO)C(O)C1O (configuration not stated) | -13 | -3 | 3 | -4 | 13 | -12 | 0 | -0.1
O=C(CSc1ccc(Br)cc1)NCC(c1ccco1)N1CCCCC1 (configuration not stated) | -4 | . | -5 | -1 | -5.8 | 13 | -9 | -0.2
CNC[C@@H]1Oc2ncc(-c3ccc(OC)cc3)cc2C(=O)N([C@H](C)CO)C[C@@H]1C | -1&-2 | -3&-2 | 6 | -4&3 | -1.0 | -2&-3 | 2&-2 | -0.3
Cn1c(=O)c2c(nc(/C=C/c3cccc(Cl)c3)n2C)n(C)c1=O | . | . | -1 | -15 | 0.5 | -11 | -1 | 0.2
O=C(COc1nc2ccccc2nc1N1CCOCC1)NC1CCCCC1 | -1 | . | -2 | -3 | 0.5 | 0 | -1 | 0.1
O=C(NCc1ccc(F)cc1)c1cc(C(=O)C2CC2)c[nH]1 | . | 7 | -12 | -4 | . | . | -1 | 0.1
CCOC(=O)CC1C(=O)NCCN1C(=O)c1ccc(C)cc1 (configuration not stated) | 2 | -10 | 3 | -23 | 0.0 | 0 | -1 | 0.1
N#Cc1ccc(C(=O)Nc2cc(C3CC3)nn2-c2ccccc2)cc1 | -4 | -11 | -2 | -18 | 0.0 | -17 | 4 | -0.1
NC(=O)C1CCN(c2ccc3c(c2)S(=O)(=O)c2ccccc2C3=O)CC1 | 7 | -10 | -16 | -122 | 0.0 | -82 | -3 | 0.0
COCCNC(=O)C1CCCN(C(=O)c2oc3ccccc3c2C)CC1 (configuration not stated) | -7 | 5 | -3 | -18 | -0.1 | -9 | -1 | 0.1
CCCOC(=O)c1ccc(NC(=O)c2ccc(Br)o2)cc1 | . | . | -2 | 3 | . | -7 | -5 | -0.1
O=C(C1CCCC1)N1C[C@H]2[C@@H](c3ccccc31)[C@H](CO)N2C(=O)c1cccnc1 | -2 | 3 | . | 6 | 0.3 | -1 | -2 | 0.1
O=C(Nc1c2c(nn1-c1cccc(Cl)c1)CS(=O)C2)c1ccc2c(c1)OCO2 (configuration not stated) | -4 | 0 | 1 | -7 | -1.4 | -11 | 2 | 0.2
CC(=O)N1[C@H](CO)[C@H](c2ccccc2)C12CN(C(=O)c1ccccn1)C2 | . | . | . | -14 | -0.2 | -4 | -6 | 0.1
CC(=O)NC(CC(=O)Oc1ccc(C)cc1Br)c1ccccc1 (configuration not stated) | -9 | 0 | . | -6 | 0.0 | 11 | 3 | 0.2
Cc1nn(-c2ccc(Cl)c(Cl)c2)c(C)c1C(=O)O | . | . | 2 | -13 | . | 6 | 3 | 0.0
CC[C@@]1(C(=O)OC)N[C@H](CN(C)S(=O)(=O)c2ccccc2)[C@@H]2C(=O)N(C)C(=O)[C@@H]21 | -6 | -7 | 7 | -5 | . | 5 | 0 | 0.4
O=C(CN(C(=O)c1csnn1)c1ccc(Cl)cc1)NCCc1ccccc1 | 0 | -2 | -7 | -6 | . | -16 | -1 | 0.4
C=CCCN(C(CC(C)C)C(=O)OC)S(=O)(=O)c1ccccc1Br (configuration not stated) | 9 | -9 | 2 | -4 | -0.2 | -2 | 0 | 0.0
COc1ccc(Cl)cc1NC(=O)Nc1cccc([N+](=O)[O-])c1C | 4 | -3 | . | 2 | . | . | -2 | .
C[C@H]1CN([C@@H](C)CO)S(=O)(=O)c2ccc(-c3ccc(F)cc3)cc2O[C@H]1CN(C)S(C)(=O)=O | 3 | -32 | 12 | -1 | -0.6 | 10 | -5 | 0.6
CCCC/C=C/c1cccc2nncn12 | -7 | 7 | 7 | -2 | -0.2 | 3 | 1 | 0.1
COc1ccc(CCNC(=O)c2nnc(CS(=O)(=O)c3ccccc3)o2)cc1OC | 1 | 1 | 14 | -27 | 5.7 | 2 | 2 | 0.2
COCCNC(=O)C[C@H]1CC[C@H]2[C@H](COc3ccc(NC(=O)COC)cc3C(=O)N2C)O1 | -7 | -9 | -12 | -3 | 0.1 | 3 | 1 | 0.2

Reprinted from above (twelve entries):
SMILES | esBAF inh | RAD54 inh | FN deposition inh | RAD52 inh | E-selectin induc | EWS-Fli inh | S100A4 MyoIIA | Xi reactivation
COc1ccc(-c2ccc3c(c2)[C@H]2[C@H](CCN2C(=O)CN2CCOCC2)[C@@H](CO)N3)cc1 | 2 | 2 | -17 | 2 | -0.4 | 8 | 12 | -0.1
O=S(=O)(Nc1ccccc1N1CCOCC1)c1ccc(Cl)cc1 | 2 | -2 | . | -7 | . | . | -3 | .
C[C@H]1CN([C@@H](C)CO)C(=O)Cc2cc(NC(=O)NC3CCCCC3)ccc2O[C@@H]1CN(C)C(=O)Nc1ccc2c(c1)OCO2 | -1 | 6 | . | 11 | 23 | -11 | 17 | 0.1
O=C1NC[C@H](c2ccccc2)OC(=O)[C@@H](Cc2ccc(F)cc2)C/C=C\C[C@H]1CC(=O)N(CCO)Cc1ccccc1 | 45* | 1 | -8 | -13 | 0.0 | 19 | 2 | 0.0
Cc1ccc(-n2c(C)n[nH]c2=S)cc1C | . | . | -2 | -18 | . | -12 | 8 | 0.0
C[C@H]1CN([C@@H](C)CO)C(=O)Cc2cc(NC(=O)Nc3ccccc3)ccc2O[C@@H]1CN(C)C(=O)Nc1ccc(F)cc1 | -1 | 12 | . | 10 | -0.2 | 2 | -11 | -0.9
O=C(c1cnc2n(c1=O)CCS2)N1CCc2ccccc21 | -4 | -1 | 5 | -5 | 4.7 | -4 | 0 | 0.1
CCOc1ccc(NC(=O)CN(C)C(=O)C2CCN(c3ncnc4sc(C)c(C)c34)CC2)cc1OCC | . | 4 | -6 | 10 | 0.1 | . | -2 | -0.1
CC(OC(=O)c1cc2sccc2n1C)C(=O)NC(C)(C)C (configuration not stated) | . | . | . | -8 | . | 4 | 0 | -0.1
Cc1noc(C)c1NC(=O)Nc1ccc2c(c1)CC(=O)N([C@@H](C)CO)C[C@@H](C)[C@H](CN(C)C(=O)Nc1ccc(C(F)(F)F)cc1)O2 | -4 | 1 | . | 4 | 0.3 | 13 | 15 | 0.7
Cc1ccc(Cc2c(C)c(C#N)c3[nH]c4ccccc4n3c2=O)cc1 | -18 | 3 | 3 | -38 | 0.4 | 26 | -1 | -0.1
O=C(O)c1c(Cl)nc2ccccn12 | . | . | -5 | -2 | -0.7 | -2 | 0 | 0.0
